RAD54 inh: inhibitors of human RAD54 branch migration, primary screen, biochemical, fluorescence, single point | AID 602329, 2012 | hit rate 0.14% among 360,000 | DNA repair and recombination protein RAD54-like (Homo sapiens), Q92698 | RAD54 Holliday junction branch migration, FAM/BHQ fluorescence | inhibition, % at 10.4 µM;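 active = mean normalized replicate activity at least 40 and at least half of replicates scoring 40 or more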;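 note: 0% = median of neutral control wells and 100% = median of positive control wells; inhibitors cause a drop in the FAM fluorescence signal; in these data hits start at about 50%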
Target sequence (Q92698 whole entry, looked up): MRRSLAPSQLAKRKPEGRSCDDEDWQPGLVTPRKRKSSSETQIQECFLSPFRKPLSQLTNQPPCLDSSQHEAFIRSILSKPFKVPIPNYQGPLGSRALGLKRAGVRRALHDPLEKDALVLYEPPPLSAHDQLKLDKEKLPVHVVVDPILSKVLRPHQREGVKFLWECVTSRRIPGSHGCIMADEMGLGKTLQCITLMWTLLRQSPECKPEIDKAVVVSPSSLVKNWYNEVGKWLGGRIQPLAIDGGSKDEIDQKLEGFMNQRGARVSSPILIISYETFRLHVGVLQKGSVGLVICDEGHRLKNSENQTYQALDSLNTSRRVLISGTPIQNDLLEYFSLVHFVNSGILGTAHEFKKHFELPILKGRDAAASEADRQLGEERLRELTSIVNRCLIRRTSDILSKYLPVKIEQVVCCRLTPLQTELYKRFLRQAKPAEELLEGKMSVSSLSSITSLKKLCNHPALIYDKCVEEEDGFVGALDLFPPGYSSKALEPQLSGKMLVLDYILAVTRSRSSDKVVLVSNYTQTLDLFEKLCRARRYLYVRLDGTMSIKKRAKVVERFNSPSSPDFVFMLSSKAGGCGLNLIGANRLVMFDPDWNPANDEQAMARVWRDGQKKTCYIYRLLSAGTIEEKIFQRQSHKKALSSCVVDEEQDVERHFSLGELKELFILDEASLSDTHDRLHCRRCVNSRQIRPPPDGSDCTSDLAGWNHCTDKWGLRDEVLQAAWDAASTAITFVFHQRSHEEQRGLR
ERAP1 HTS inh: human ERAP1 aminopeptidase inhibitors, primary screen, biochemical, single point, plate reader | inhibition, % at 10.7 µM | recombinant ERAP1, Leu-AMC fluorescence, 60 min | hit rate 0.15% among 340,000 | AID 652197, 2013 | Endoplasmic reticulum aminopeptidase 1 (Homo sapiens), Q9NZ08;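 active = mean replicate inhibition of at least 30%, or all replicates individually reaching that 30% level; inactive = mean below 30% and not every replicate reaching it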;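 note: 0% = neutral control wells and 100% = L-leucinethiol positive control wells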
RAD52 anneal inh: RAD52 DNA annealing inhibitors, primary screen, biochemical, FRET, single point, set 2; DNA repair protein RAD52 homolog (Homo sapiens), P43351; recombinant RAD52 DNA annealing, FRET fluorescence; inhibition, % at 18.7 µM; hit rate 0.46% among 360,000; AID 651710, 2012;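 active = every replicate showing at least 50% inhibition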
Cneo AK release: Cryptococcus neoformans cell lysis inducers, primary screen, AK release luminescence, single concentration. C. neoformans lysis, adenylate kinase release luminescence, 4 h; normalised: neutral wells 0, clomiphene wells 100. lysis activity, % at 15 µM. hit rate 0.2% among 360,000. AID 651654, 2012;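 active = mean lysis activity across replicates of at least 80%, whatever share of replicates individually reach that level; inactive = mean lysis activity below 80%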
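Material – log-phase Cryptococcus neoformans yeast cells · Input – 5 × 10^6 yeast cells/mL · Medium – fresh YPD growth medium · Doses – single compound concentration per well · Timing – static 4 h at 37 °C with compound, 1 h detection · Detection – adenylate kinase release luminescence · Read-out – signal increase indicating cell lysis · Control set – Clomiphene as positive lysis control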
miR-122 sensor: miR-122 Renilla sensor signal increase in Huh7, primary screen, miR-122 inhibitor project, cell-based, single point, plate reader; Huh7 miR-122 Renilla luciferase sensor, 48 h; neutral wells = 0, positive control = 100; activation (reporter increase), % at 12.5 µM; hit rate 0.3% among 340,000;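 active = mean replicate activation score at least 90 and every replicate individually at or above 90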;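 note: higher luciferase means less miR-122 activity so hits act as miR-122 inhibitors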
E-selectin induc: E-selectin induction in HUVECs, primary screen, imaging, HUVEC, immunofluorescence imaging, single point. P16581. normalized: neutral wells 0, TNF-alpha wells 100. activation, % at 7.58 µM. hit rate 0.37% among 260,000;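 active = mean E-selectin-positive cell signal at least 10% of the positive control, reached in at least 60% of replicates, without over 20% cell loss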;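 note: in these data hits start at about 27%; measured in HUVEC primary endothelial cells; signal is the percent of cells scored E-selectin positive by PE staining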
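Material: HUVEC primary endothelial cells; Amount: 3,000 cells per well; Dosing: single concentration; Medium: EGM-2 growth medium on 0.1% gelatin-coated wells; Read-out basis: percent E-selectin-positive cells; Signal: immunofluorescence imaging; Control set: TNF-alpha, DMSO.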
PglD inh: C. jejuni PglD acetyltransferase inhibitors, primary screen, biochemical, DTNB colorimetric, single point | inhibition, % at 12.5 µM | AID 602405, 2012 | UDP-N-acetylbacillosamine N-acetyltransferase PglD (Campylobacter jejuni) | hit rate 0.098% among 360,000 | purified PglD enzyme, DTNB colorimetric CoA detection; in the data active = inhibition above about 16%, passing the limit was not always enough; note: strong numbers were not always called active
PGC1a acetyl inh: inhibitors of PGC1a acetylation signal, primary screen, cell-based, U2OS, AlphaScreen, inhibitor mode; AlphaScreen anti-acetyl-lysine; with virally co-expressed GCN5 acetyltransferase; inhibition, % at 15.6 µM; hit rate 0.17% among 350,000; AID 651687, 2012;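 active = every replicate shows inhibition of at least 40%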;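 note: 0% = neutral control wells and 100% = positive control wells; some results beyond the cut were filed as inactive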
Numbers without * were called inactive; · = no result given; & = joins results of further samples; [ ] = dose if it differs, or a comment. Hits appear at their usual frequency; 1.4% or so of the library scored in one or more.

Start of the listing, in advance (eleven entries):
Compound	RAD54 inh	ERAP1 HTS inh	RAD52 anneal inh	Cneo AK release	miR-122 sensor	E-selectin induc	PglD inh	PGC1a acetyl inh
C[C@@H]1CCCCO[C@H](CN(C)C(=O)Cc2ccccc2)[C@@H](C)CN([C@H](C)CO)C(=O)c2cc(NC(=O)CCCN(C)C)ccc2O1	-2	1	-21	-7	4[16.7 µM]	-0.2	-5	1
CCCn1c(NCc2ccc(N(C)C)cc2)nc2ccccc21	3	0	-12	0	1	3.4	2	8
Nc1cc(N)nc(SCC(=O)N2CCN(C(=O)c3ccco3)CC2)n1	-10	·	·	-1	-5	·	2	5
CC[C@H](C)C(=O)O[C@H]1C[C@@H](C)C=C2C=C[C@H](C)[C@H](CC[C@@H]3C[C@@H](O)CC(=O)O3)[C@H]21	12&-4	0&4	-17&0	0&0	6&-3	-0.1	1&4	6&6
O=C(Nc1ccc([N+](=O)[O-])cc1Cl)c1cccc([N+](=O)[O-])c1	2	7	-5	-1	-2	-0.2	5	·
CC(=O)Nc1cccc(OC(=O)c2ccoc2C)c1	-3	·	·	0	-7	·	7	2
Cc1ccc(S(=O)(=O)Nc2c(C)nn(C)c2C)cc1	5	-14	-6	-3	-2	·	2	1
CC1=Nc2ccccc2NC(=O)C1Sc1nnc(C)s1 (configuration not stated)	-6	·	·	-1	-7	·	0	56
Cc1ccc(NC(=O)c2ccc(NCc3ccco3)c([N+](=O)[O-])c2)cc1Cl	-6	·	·	1	-1	·	-6	4
Cc1ccsc1C(=O)NNC(=O)COc1ccccc1Cl	-11	1	-9	-3	-3	-0.4	0	·
CCCN(CC(=O)Nc1cc(C)on1)S(=O)(=O)c1cccc(C(F)(F)F)c1	-1	1	-8	-4	-3	0.1	4	2

Main list (from the top)
Compound	RAD54 inh	ERAP1 HTS inh	RAD52 anneal inh	Cneo AK release	miR-122 sensor	E-selectin induc	PglD inh	PGC1a acetyl inh
C[C@@H]1CCCCO[C@H](CN(C)C(=O)Cc2ccccc2)[C@@H](C)CN([C@H](C)CO)C(=O)c2cc(NC(=O)CCCN(C)C)ccc2O1	-2	1	-21	-7	4[16.7 µM]	-0.2	-5	1
CCCn1c(NCc2ccc(N(C)C)cc2)nc2ccccc21	3	0	-12	0	1	3.4	2	8
Nc1cc(N)nc(SCC(=O)N2CCN(C(=O)c3ccco3)CC2)n1	-10	·	·	-1	-5	·	2	5
CC[C@H](C)C(=O)O[C@H]1C[C@@H](C)C=C2C=C[C@H](C)[C@H](CC[C@@H]3C[C@@H](O)CC(=O)O3)[C@H]21	12&-4	0&4	-17&0	0&0	6&-3	-0.1	1&4	6&6
O=C(Nc1ccc([N+](=O)[O-])cc1Cl)c1cccc([N+](=O)[O-])c1	2	7	-5	-1	-2	-0.2	5	·
CC(=O)Nc1cccc(OC(=O)c2ccoc2C)c1	-3	·	·	0	-7	·	7	2
Cc1ccc(S(=O)(=O)Nc2c(C)nn(C)c2C)cc1	5	-14	-6	-3	-2	·	2	1
CC1=Nc2ccccc2NC(=O)C1Sc1nnc(C)s1 (configuration not stated)	-6	·	·	-1	-7	·	0	56
Cc1ccc(NC(=O)c2ccc(NCc3ccco3)c([N+](=O)[O-])c2)cc1Cl	-6	·	·	1	-1	·	-6	4
Cc1ccsc1C(=O)NNC(=O)COc1ccccc1Cl	-11	1	-9	-3	-3	-0.4	0	·
CCCN(CC(=O)Nc1cc(C)on1)S(=O)(=O)c1cccc(C(F)(F)F)c1	-1	1	-8	-4	-3	0.1	4	2
Cc1ccc(NC(=O)C2CC(O)CN2C(=O)OCc2ccccc2)c(C)c1 (configuration not stated)	11	1	-20	1	22	0.3	-1	-19
Cc1ccc(-c2nnc(N3CCCCC3)c3ccccc23)cc1	-8	9	-12	3	0	·	-4	·
C[C@H](CO)N1C[C@H](C)[C@H](CN(C)S(=O)(=O)c2ccccc2)Oc2ccc(NS(=O)(=O)c3cn(C)cn3)cc2C1=O	-3	2	1	2	3[16.7 µM]	0.2	3	-1
C=CCC(C=C)S(=O)(=O)c1ccc(C)cc1 (configuration not stated)	5	·	·	-9	11	·	-2	5
CCc1ccc(C2=NN(CCC(=O)NCC3CCCO3)C(=O)CC2)cc1 (configuration not stated)	3	1	-9	1	9	4.2	2	6
CNC[C@H]1Oc2c(NC(=O)C3CCOCC3)cccc2C(=O)N([C@@H](C)CO)C[C@H]1C	-2	1	-13	-5	1[16.7 µM]	0.5	7	-5
Cc1ccc(S(=O)(=O)N(C)C[C@@H]2OCCCC[C@@H](C)Oc3ccc(NS(=O)(=O)c4ccccc4)cc3C(=O)N([C@@H](C)CO)C[C@H]2C)cc1	-5	2	17	-3	-12[16.7 µM]	0.0	3	-4
COC(=O)CC1SC(=O)NC1=Nc1ccc(C)cc1 (configuration not stated)	2	·	·	-1	-7	·	-3	11
COc1ccc(S(=O)(=O)Nc2cccc3c2O[C@@H](CN(C)Cc2ccc(Oc4ccccc4)cc2)[C@@H](C)CN([C@@H](C)CO)C3=O)cc1	-2	4	17	6	-9[16.7 µM]	0.3	-4	-2
Cc1cccc(C(=O)N2CCC(C)(C(=O)NS(=O)(=O)C3CC3)C2)c1C (configuration not stated)	8	0	-21	1	-4	0.0	-4	·
CCC(=O)Nc1ccc2c(c1)C(=O)N(C)[C@@H]1CC[C@@H](CC(=O)NCc3ccc(OC)cc3)O[C@@H]1CO2	5	-1	-2	-1	3[16.7 µM]	0.0	-2	-8
CCOC(=O)Nc1nc(-c2ccccc2)c(C(=O)c2ccc(Cl)cc2)s1	5	·	·	0	110*	·	0	-16
C[C@@H]1CCCCO[C@H](CN(C)Cc2ccc(C(F)(F)F)cc2)[C@@H](C)CN([C@H](C)CO)C(=O)c2cc(N(C)C)ccc2O1	10	-1	13	2	-3[16.7 µM]	2.0	1	-5

(more compounds)
Assay codes – A = RAD54 inh; B = ERAP1 HTS inh; C = RAD52 anneal inh; D = Cneo AK release; E = miR-122 sensor; F = E-selectin induc; G = PglD inh; H = PGC1a acetyl inh
CSc1oc(-c2ccco2)nc1S(=O)(=O)c1ccc(C)cc1
  A = -5 | B = -5 | C = -14 | D = 0 | E = 4 | F = · | G = -1 | H = 2
COc1cccc(CNC(=O)C[C@@H]2CC[C@@H]3[C@@H](COc4ccc(NC(C)=O)cc4C(=O)N3C)O2)c1
  A = 7 | B = · | C = · | D = -1 | E = -33[16.7 µM] | F = 0.1 | G = -4 | H = -5
Cc1onc(-c2ccccc2)c1C(=O)NCc1cccs1
  A = -4 | B = · | C = · | D = 0 | E = -3 | F = · | G = 7 | H = -6
COc1ccc2cc(C#N)c(SCC(=O)Nc3nonc3C)nc2c1
  A = · | B = -5 | C = -19 | D = · | E = -3 | F = · | G = · | H = -8
O=C(NC1CCCC1)C(=O)N(Cc1cccnc1)C(C(=O)NCc1ccco1)c1ccccc1F (configuration not stated)
  A = · | B = 2 | C = -6 | D = · | E = 3 | F = 2.1 | G = · | H = -9
CC(C)NC(=O)Nc1ccc2c(c1)C(=O)N([C@H](C)CO)C[C@H](C)[C@@H](CN(C)C(=O)Nc1ccc(C(F)(F)F)cc1)OCCCC[C@H](C)O2
  A = 1 | B = -3 | C = 2 | D = -2 | E = 0[16.7 µM] | F = 0.2 | G = -4 | H = 3
CCCN1/C(=C2/SC(=S)N(CC)C2=O)C=Cc2ccccc21
  A = -4 | B = · | C = · | D = 0 | E = -5 | F = · | G = -1 | H = -5
CC(C)OC(=O)CSc1nnc(-c2ccc(Cl)cc2)n1N
  A = 4 | B = · | C = · | D = 0 | E = -9 | F = · | G = -1 | H = ·

Screens as filed in PubChem.
